MC4R barr agon: MC4R agonists recruiting beta-arrestin, primary screen, cell-based, luminescence, agonist arm of biased-ligand search. activation, % at 8.9 µM. AID 540308, 2011. actives 0.98% (n = 360,000). U2OS MC4R beta-arrestin complementation; percent of melanotan II response, DMSO zero;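 active = activation above a per-plate cutoff, the mean activation of sample wells on that plate plus 3 SD, cut at about 8% in these data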
H9c2 protect: cardioprotection against H2O2-induced cell death, primary screen, uHTS, H9c2 cells, ATPLite luminescence. H9c2 cardiomyocytes, H2O2 injury protection, 2 h. protection from H2O2 cell death, % at 20 µM. actives 0.63% (n = 360,000);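 active = compounds giving at least 50% protection of heart cells from peroxide-induced death in the single-dose screen, raw or plate-pattern-corrected value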;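 also: 0% = DMSO wells with peroxide and 100% = DMSO wells without peroxide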
PDI turbidity: inhibitors of human PDI, primary screen, biochemical, turbidity, single point, plate reader; Protein disulfide-isomerase (Homo sapiens), P07237; PDI insulin aggregation turbidity, A650, 90 min; inhibition, % at 10 µM; actives 0.052% (n = 350,000); AID 588391, 2011;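 active = mean inhibition across replicates of 30% or more, whatever share of single replicates reach that level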;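 also: absorbance from insulin aggregation driven by PDI reduction with DTT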
aDG glyco up: activators of alpha-DG glycosylation, primary screen, uHTS, Pro5-aDG cells, AlphaScreen; alpha-DG glycosylation AlphaScreen (IIH6); 0% Pro5, 100% B10-LARGE cell signal; activation, % at 10 µM; actives 0.22% (n = 360,000); AID 624168, 2012;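 active = activation of at least 8% versus controls, or a plate z-score of at least 8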;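 also: Pro5 are CHO cells carrying HIG-tagged alpha-DG that lacks glycosylation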
HTR2A ag: mouse Htr2a agonists via beta-arrestin recruitment, primary screen, cell-based, luminescence; AID 624169, 2012; actives 0.66% (n = 360,000); activation, % at 7.6 µM; CHO-K1 mHTR2A beta-arrestin complementation; percent of 30 µM serotonin response;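 active = activation above a run cutoff, the mean activation of all tested compounds plus 3 SD, cut at about 14% in these data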;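 also: 0% = plate median of compound wells and 100% = 30 µM serotonin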
ABCB6 inh MLPCN: ABCB6 transporter inhibitors, primary screen, K562-ABCB6 cells, flow cytometry, MLPCN library; ATP-binding cassette sub-family B member 6 (Homo sapiens), Q9NP58; K562-ABCB6 porphyrin accumulation, 1 h; active compounds read low; fluorescence ratio to DMSO, % at 10 µM; actives 0.19% (n = 360,000); AID 602162, 2011;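 active = fluorescence ratio to DMSO below 75%, the collection mean minus 3 SD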;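 also: signal is porphyrin accumulated inside mitochondria; 100% equals median channel fluorescence of DMSO control wells; lower ratio means ABCB6 inhibition with less porphyrin fluorescence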
Target sequence (Q9NP58 whole entry, looked up): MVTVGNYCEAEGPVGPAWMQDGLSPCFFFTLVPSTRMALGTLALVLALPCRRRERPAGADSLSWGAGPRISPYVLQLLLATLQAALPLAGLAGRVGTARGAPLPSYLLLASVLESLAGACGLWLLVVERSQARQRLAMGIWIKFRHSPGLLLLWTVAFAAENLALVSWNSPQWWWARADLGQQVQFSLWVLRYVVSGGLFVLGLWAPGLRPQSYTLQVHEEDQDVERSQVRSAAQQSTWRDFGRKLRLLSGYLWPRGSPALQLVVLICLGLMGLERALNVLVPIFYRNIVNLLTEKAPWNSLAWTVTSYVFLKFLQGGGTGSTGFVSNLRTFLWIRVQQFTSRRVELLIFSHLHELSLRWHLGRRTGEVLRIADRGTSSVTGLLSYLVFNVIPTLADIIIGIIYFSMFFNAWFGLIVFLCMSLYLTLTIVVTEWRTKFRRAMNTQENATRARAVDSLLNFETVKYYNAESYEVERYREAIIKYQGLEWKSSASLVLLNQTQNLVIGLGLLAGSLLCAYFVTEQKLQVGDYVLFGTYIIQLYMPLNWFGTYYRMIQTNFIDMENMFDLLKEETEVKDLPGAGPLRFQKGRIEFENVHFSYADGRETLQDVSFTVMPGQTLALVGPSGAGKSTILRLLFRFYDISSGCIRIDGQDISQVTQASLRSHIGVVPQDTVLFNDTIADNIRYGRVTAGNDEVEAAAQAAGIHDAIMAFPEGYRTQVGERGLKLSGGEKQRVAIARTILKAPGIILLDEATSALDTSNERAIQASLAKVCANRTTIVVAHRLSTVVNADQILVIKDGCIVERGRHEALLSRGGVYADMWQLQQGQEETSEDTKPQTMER
MC4R antag cAMP: MC4R antagonists of cAMP signaling, primary screen, cell-based, TR-FRET, antagonist arm of biased-ligand search | inhibition, % at 6.5 µM | actives 0.48% (n = 360,000) | MC4R-expressing cells, MTII-stimulated cAMP, LANCE TR-FRET | AID 540295, 2011;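 active = inhibition above its plate's cutoff, the mean of tested wells on that plate plus 3 SD, cut at about 29% in these data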;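 also: 0% = Melanotan II alone and 100% = Melanotan II plus saturating MCL0020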
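Assay system: human MC4R-expressing U2OS cells; reagent: Melanotan II stimulation of cells; dosing: 6.5 µM single dose; timing: compound 30 min, challenge 1 h, detection 1 h; signal: TR-FRET cAMP assay; replicates: one well per compound, no replicates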
N-glyco inh: increase of ERlucT glycosylation luciferase signal, primary screen, N-linked glycosylation inhibitor project, D54 ERlucT cells, luminescence, set 2. D54 ERlucT glycosylation luciferase reporter, 24 h; percent of 100 nM tunicamycin response. reporter increase, % at 12.5 µM. actives 0.23% (n = 360,000). AID 588692, 2011;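 active = mean luciferase reporter signal, scaled so untreated is 0 and the glycosylation-blocking control 100, at or above a set limit in every replicate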;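 also: luciferase carries N-glycosylation sites so blocking glycosylation raises the light; 0% = median of neutral control wells and 100% = median of 100 nM tunicamycin wells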
Vif imaging: HIV Vif self-association inhibitors, primary screen, imaging, HEK293T, single point; HEK293T cells, Vif self-association by quenched fluorescence, 24 h; inhibition, % at 7.49 µM; actives 0.35% (n = 340,000); AID 602346, 2012; in the data active = inhibition above about 50%, passing the limit was not always enough; also: some results filed as inactive read as strong as hits
CaV13 FRET inh: Disruptors of the CACNA1D IQ motif to Ca2+-dependent inactivation inhibitor domain association, primary screening, Förster resonance energy transfer in intact living …. HEK cells, CFP/YFP FRET ICDI-IQ, plate reader, 10 min; percent FRET-ratio fall versus neutral wells. inhibition, % at 12.3 µM. actives 0.098% (n = 340,000). AID 743397;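 active = mean replicate inhibition of at least 30% and at least 1% of replicates passing that level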;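 also: 0% = median of the neutral control wells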
Active calls of the source: *; . = not tested or not shown. Outcome played no part in choosing rows; overall some 3.6% were active at least once.

Every second line gives: aDG glyco up | Vif imaging | CaV13 FRET inh | N-glyco inh | PDI turbidity | MC4R antag cAMP | ABCB6 inh MLPCN | HTR2A ag | MC4R barr agon | H9c2 protect
> CSCCC(NC(=O)c1ccccc1)C(=O)N(C)CC(=O)Nc1ccc(N2CCOCC2)cc1 (centres undefined)
 : 0.0 | 12 | -3 | 0 | 11 | 4 | 104 | -2 | -2.2 | 13
> CC(C)Cc1nnc(NS(=O)(=O)Cc2ccccc2)s1
 : -0.3 | -1 | -4 | 0 | -29 | 1 | 90 | 1 | 0.4 | 3
> O=C(C1=C[C@@H](c2ccc(Br)cc2)C[C@@H](OCCCCO)O1)N1CCN(Cc2ccc3c(c2)OCO3)CC1
 : 0.2 | 11 | -10 | 3 | -1 | 9 | 97 | 6 | 1.0 | 10
> COc1ccc(OC)c(N(CC(=O)Nc2ccccc2)S(C)(=O)=O)c1
 : -0.2 | 3 | -9 | 2 | 2 | 1 | 102 | 1 | -0.8 | 2
> CN(C)Cc1c(O)ccc2c(=O)c(-c3ccccc3)c(C(F)(F)F)oc12
 : 0.1 | -9 | -2 | 1 | 9 | -3 | 89 | -2 | -1.1 | 0
> CN(C)CCN(C(=O)C1CCN(S(=O)(=O)c2cccs2)CC1)c1nc2ccc(F)cc2s1
 : 1.8 | -3 | -6 | -5 | -6 | 18 | 96 | -4 | -0.1 | 26
> Cc1ccc(-c2nnn(CC(=O)N(CC(=O)NC3CCCC3)c3cccc(F)c3)n2)o1
 : 0.0 | 3 | -3 | -1 | -6 | 2 | 99 | 0 | -2.5 | 0
> CC1CN(C(=O)CCC(=O)NCCc2ccccc2)c2ccccc2O1 (centres undefined)
 : -0.1 | 2 | -6 | -1 | . | 9 | 95 | 9 | 0.1 | 6
> Fc1cccc(Cl)c1Cn1nnc2c(N3CCC4(CC3)OCCO4)ncnc21
 : 0.0 | . | -5 | -2 | 7 | -3 | 89 | -3 | -2.0 | -2
> COC(=O)[C@]1(C)N[C@H](CN(C)C(=O)NC(C)C)[C@@H]2C(=O)N(C)C(=O)[C@@H]21
 : -0.2 | -4 | -3 | 2 | 5 | 4 | 98 | 5 | -1.4 | -2
> Cc1cc(C)cc(N(CC(=O)NC2CCCC2)C(=O)CCC(=O)Nc2cc(C)on2)c1
 : 0.0 | -5 | -2 | 0 | 16 | 0 | 98 | 1 | -2.2 | 5
> O=C(CSc1ccc(F)cc1)NC12CC3CC(CC(C3)C1)C2
 : -0.1 | -3 | -7 | 2 | 8 | 5 | 85 | -2 | -0.8 | -2
> CN1C2CCC1CC(NC(=O)c1cc(S(=O)(=O)N(C)C)c(Cl)cc1Cl)C2 (centres undefined)
 : 0.2 | 13 | -6 | 0 | -5 | 7 | 98 | -8 | -2.5 | 3
> C=CCc1c(C)nc(SCC(N)=O)[nH]c1=O
 : -0.1 | -9 | -8 | 2 | 10 | -10 | 98 | 1 | -0.3 | 4
> CCCSc1nc(=S)n(Cc2ccccc2)c(C)c1C(C)=O
 : 0.1 | 3 | 4 | 1 | 7 | -12 | 102 | 0 | -1.8 | -11
> COc1ccc(/C=C/C(=O)NNc2c(F)c(F)cc(F)c2F)cc1OC
 : -0.2 | 0 | -5 | -2 | -5 | -2 | 107 | 0 | 2.5 | 11
> CCOC(=O)N1CCN(C(=O)c2ccc3nc4cc(Cl)ccc4c(=O)n3c2)CC1
 : 0.1 | -5 | -8 | 1 | 1 | -3 | 99 | 1 | -0.3 | -2
> COC(=O)c1c(C)[nH]c(C(=O)C(C)Sc2nnc(-c3cc(OC)c(OC)c(OC)c3)o2)c1C (centres undefined)
 : -0.2 | 44 | -5 | 0 | 4 | 4 | 90 | 0 | 0.8 | 4
> CCOC(=O)N1CCN(C(=O)CSc2nc3c(cnn3-c3ccc(Cl)cc3)c(=O)[nH]2)CC1
 : 0.1 | -1 | -7 | 8 | . | 4 | 98 | -3 | 0.3 | 12
> CC(Oc1ccc(Cl)cc1Cl)c1ccnc2nc(N3CCOCC3)nn12 (centres undefined)
 : 0.4 | -17 | -5 | 1 | 5 | 0 | 74* | -4 | -1.9 | -8
> CC(C)(C)N(NC(=O)Nc1ccc(Cl)c(Cl)c1)C(=O)c1ccccc1
 : 0.0 | 2 | . | -6 | -6 | 14 | 99 | 12 | 3.4 | -32
> CN1CCN(CCCNC(=S)Nc2ccc(F)c(Cl)c2)CC1
 : 0.1 | 1 | -15 | 1 | 0 | 8 | 101 | 1 | -0.5 | -4
> O=C(Nc1ccc(F)cc1)c1ccc(-n2ccnc2)nc1
 : 0.1 | 4 | -8 | 1 | -1 | -1 | 89 | -5 | -1.6 | -2
> COc1cc(Cn2c3ccc(NC(=O)CC(C)(C)C)cc3c(=O)n2C)ccc1F
 : 0.1 | -6 | -11 | -1 | 4 | -3 | 99 | 4 | -0.8 | -6
> O=C(NCCN1CCCC1)C1CCC(=O)N(CCCN2CCOCC2)C1 (centres undefined)
 : 0.4 | 17 | -10 | 2 | -7 | 1 | 101 | 1 | -1.6 | 2
> COCCN(CC1CCCN(C2Cc3ccccc3C2)C1)C(=O)CSC (centres undefined)
 : 0.0 | -3 | -21 | 0 | -20 | -1 | 94 | 0 | -0.6 | 4
> Cn1cc(/C=C2\SC(=O)N(c3ccccc3)C2=O)c2ccccc21
 : -0.1 | 156 | -5 | 0 | -4 | -3 | 93 | 3 | 15* | 1
> CCOC(=O)C(Sc1nnc2c3ccccc3n(CC)c2n1)C(=O)OCC
 : 0.2 | -6 | -7 | 2 | -6 | -43 | 105 | -2 | 1.2 | -4
> CCOC(=O)C1(Cc2cccc(OC)c2)CCN(Cc2cnc(C)s2)CC1
 : 1.1 | . | -2 | 0 | 4 | 2 | 97 | -5 | -1.1 | -6
> COc1cccc(CN(C)C(=O)CC2C(=O)NCCN2C2Cc3ccccc3C2)c1 (centres undefined)
 : -0.2 | -5 | . | 2 | -7 | 7 | 98 | 7 | -3.4 | 2
> O=C(O)c1cccc(-n2cccc2/C=C2/SC(=O)N(CC(=O)N3CCCC3)C2=O)c1
 : 0.0 | 3 | -3 | 2 | -7 | -1 | 101 | -6 | -0.4 | 9
> CCOC(=O)C1CCN(S(=O)(=O)c2ccc3c(c2)N(C(C)=O)CCO3)CC1
 : 0.2 | -5 | -7 | 2 | 1 | -4 | 98 | -2 | -1.4 | -3
> CCC1(CC)C(=O)N(C)C(=O)NC1=NCc1ccccc1
 : -0.1 | -4 | -7 | 1 | 3 | 2 | 102 | -4 | 1.0 | 14
> N#CNC(=Nc1cccc(C(F)(F)F)c1)SCc1ccc(C(=O)O)cc1
 : -0.1 | -2 | -1 | 2 | -3 | 12 | 97 | 0 | 0.3 | 3
> COc1ccc(C(=O)Nn2cnnc2)cc1
 : -0.1 | -10 | -3 | -1 | 2 | 2 | 82 | 5 | -1.4 | 0
> CC[C@]12c3[nH]c4ccc(OC)cc4c3CCN1C(=O)C(CC(=O)NC(C)(C)C)C[C@@H]2C(=O)N1CCN(C(=O)c2ccco2)CC1 (some centres undefined)
 : 0.1 | . | -9 | 1 | 14 | 0 | 103 | 6 | -0.2 | 12
> CC1(C)Cc2c(sc3c2c(=O)n(Cc2ccccc2)c2nncn32)CO1
 : 0.1 | -1 | . | 0 | 14 | 10 | 103 | 1 | -2.1 | 0
> CC(O)(c1ccc(F)c(F)c1)c1nc(-c2ccc(Cl)cc2)cs1 (centres undefined)
 : 1.5 | 5 | -6 | -1 | -4 | 3 | 99 | 9 | -0.1 | -17
> CN(C)c1ccc(CN(CC2CCCO2)C(=O)c2cccs2)cc1 (centres undefined)
 : -0.3 | -3 | -6 | -2 | 7 | 13 | 97 | -5 | -1.3 | 2
> N#CCSc1ccc(S(=O)(=O)N2CCOCC2)cn1
 : -0.2 | 6 | -7 | 2 | 11 | 7 | 101 | -3 | -1.8 | 4
> CCCNC(=O)c1nc(C)n(-c2ccc([N+](=O)[O-])cc2)n1
 : 0.1 | 8 | -5 | 0 | -4 | 12 | 98 | 9 | 0.7 | 5
> CCCOc1ccc(-c2nnn(CC(=O)N3CCCCC3)n2)cc1
 : 0.1 | 11 | -16 | 0 | 5 | 12 | 96 | 3 | 0.5 | -8
> O=C(/C=C/c1ccc2c(c1)OCCO2)N1CCN(c2ccc(F)cc2)CC1
 : 0.0 | -1 | -5 | 2 | 0 | 2 | 94 | 7 | -0.6 | 3
> CCOc1cccc(-c2c(C(=O)N/N=C/c3c(F)cccc3Cl)nnn2-c2nonc2N)c1
 : 2.5 | -1 | -5 | -1 | -5 | 3 | 88 | -3 | -1.7 | 9
> CCOc1ccc(CC(=O)NNC(=S)Nc2ccc(OC)c(OC)c2)cc1
 : 0.0 | 3 | -7 | -3 | -2 | 4 | 98 | 3 | -2.1 | -6
> O=C(Cn1ccc2ccccc2c1=O)NCCC(=O)Nc1ccc(F)cc1F
 : 0.0 | -1 | -7 | -1 | 2 | 4 | 96 | 4 | -1.8 | -4
> COC(=O)CCC(=O)CN
 : 0.1 | 1 | -4 | 6 | 0 | 14 | 104 | 0 | 0.7 | -4
> CC1Cc2ccccc2N1CC(=O)NC(=O)NCc1ccco1 (centres undefined)
 : 0.1 | -4 | -8 | -4 | -6 | 3 | 99 | 2 | -0.6 | -3
> Cc1onc(C(=O)NN)c1C(=O)Nc1ncc(C(F)(F)F)cc1Cl
 : 0.3 | 4 | 0 | 2 | 2 | 7 | 108 | -2 | -0.2 | -4
> Cc1nc(C)c(CCNC(=O)c2ccc(C(F)(F)F)cc2)s1
 : -0.2 | -3 | -2 | 1 | 4 | 6 | 94 | -2 | -1.9 | 0
> COC1=C(C)C(=O)C2=C(C1=O)C1C3CC4=C(C(=O)C(OC)=C(C)C4=O)C(CNC(=O)C(C)=O)N3C(C#N)C(C2)N1C (centres undefined)
 : 0.7 | -1 | -3 | -20 | -4 | -7 | 94 | 3 | -2.2 | -13
> Cc1ccc2c(c1)nnn2C1CCN(S(C)(=O)=O)CC1
 : 0.3 | -1 | -5 | 0 | 7 | 6 | 100 | 0 | -1.5 | 0
